# POLK inh = qHTS for Inhibitors of Polymerase Kappa. 400,000 tested, 0.53% active. purified Pol kappa, fluorescent DNA synthesis assay, 10 min. DNA polymerase kappa (Homo sapiens), Q9UBT6. Potency, µM (series often up to 107 µM), without a hit: at the top dose activity, negative = inhibition, hits mostly inhibitors; note: % is set by controls: 0 for no effect and ±100 for the full control effect
#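 Activity was followed as the change in fluorescence between reads at 0 and 10 min after starting the reaction with 50 nM substrate. Beforehand, 10 nM polymerase had been preincubated with compound for 15 min at room temperature.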
# Pol beta inh = qHTS Assay for Inhibitors of DNA Polymerase Beta; Pol beta primer extension/strand displacement, fluorescence kinetic; 340,000 tested, 1.3% active; Potency, µM (highest dose often 114 µM), for inactives: at the highest dose activity change, negative = inhibition, usual class: inhibitors; AID 485314, 2010; note: % is set by controls: 0 for no effect and ±100 for the full control effect
#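 Pol beta (10 nM) was preincubated with compound for 15 min at room temperature. The reaction was then started with 50 nM substrate and read immediately and after a further 10 min at room temperature.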
# G9a block = qHTS Assay for Inhibitors of Histone Lysine Methyltransferase G9a | G9a H3K9 monomethylation, AlphaScreen, 2 h | Potency, µM (titrated, usually from 102 µM), for the others: at the top dose activity, negative = inhibition, most hits filed as inhibitors | Histone-lysine N-methyltransferase EHMT2 (Homo sapiens), Q96KQ7 | 350,000 tested, 8.8% active; note: % is set by controls: 0 for no effect and ±100 for the full control effect; nearly all actives have a fitted effect of over 75% in size
#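 Step 1: enzyme (final 20 nM) with compound, 15 min RT. Step 2: substrate peptide 500 nM and SAM 20 uM, 2 h RT. Step 3: anti-H3K9me1 antibody and AlphaScreen beads, 10 min, then plate read.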
# Anesthetic bind = qHTS Assay for Identification of Novel General Anesthetics; Ferritin light chain (Equus caballus), P02791; apoferritin/1-aminoanthracene competitive binding, fluorescence; Potency, µM (top dose mostly 77.5 µM), for inactives: at the top dose activity change, negative = displacement, actives largely listed as inhibitors; 350,000 tested, 0.074% active; AID 485281, 2010; note: % is set by controls: 0 for no effect and ±100 for the full control effect; nearly all actives have a fitted effect of over 20% in size
#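 10 uM apoferritin + 50% sat. 1-AMA, PBS; cpd 10 min RT; Ex380/Em535 endpoint; normalized to free probe vs complex; 4-param Hill fit; propofol titration as pos. ctrl.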
# POLI inh = qHTS for Inhibitors of Polymerase Iota; Pol iota fluorescent replication assay, 10 min; Potency, µM (top dose mostly 115 µM), without a hit: at the highest dose activity, negative = inhibition, usual class: inhibitors; 390,000 tested, 1% active
# Target sequence (Q9UNA4 whole entry, looked up): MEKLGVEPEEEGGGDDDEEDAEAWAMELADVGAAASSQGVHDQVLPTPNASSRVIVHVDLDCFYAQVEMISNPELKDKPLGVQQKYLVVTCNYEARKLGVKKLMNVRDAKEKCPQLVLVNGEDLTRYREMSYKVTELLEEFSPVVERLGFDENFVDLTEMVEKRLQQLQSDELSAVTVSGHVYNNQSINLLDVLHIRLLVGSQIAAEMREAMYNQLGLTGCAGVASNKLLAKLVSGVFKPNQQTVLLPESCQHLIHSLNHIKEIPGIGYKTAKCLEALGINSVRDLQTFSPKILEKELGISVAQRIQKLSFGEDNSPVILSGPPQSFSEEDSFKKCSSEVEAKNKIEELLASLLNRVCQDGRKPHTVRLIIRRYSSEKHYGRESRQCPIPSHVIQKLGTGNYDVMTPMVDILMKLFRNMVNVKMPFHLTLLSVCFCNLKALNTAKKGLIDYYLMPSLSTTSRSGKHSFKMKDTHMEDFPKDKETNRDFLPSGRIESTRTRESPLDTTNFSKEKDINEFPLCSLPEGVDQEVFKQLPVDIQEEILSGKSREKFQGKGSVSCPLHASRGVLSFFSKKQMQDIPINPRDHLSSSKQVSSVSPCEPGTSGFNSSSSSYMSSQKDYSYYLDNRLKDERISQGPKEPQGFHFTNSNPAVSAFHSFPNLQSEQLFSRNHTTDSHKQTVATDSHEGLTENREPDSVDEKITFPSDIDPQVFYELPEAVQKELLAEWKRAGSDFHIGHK
#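 Fluorescent replication assay read twice, at 0 min and 10 min after adding 50 nM (final) substrate. Enzyme (10 nM) and compounds were first incubated 15 min at room temperature; enzyme-free buffer wells were negative controls.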
# BAZ2B inh = qHTS Assay for Inhibitors of BAZ2B. AlphaScreen BAZ2B-H3K14Ac peptide displacement. Potency, µM (doses to about 114 µM), without a hit: at the top dose activity change, negative = inhibition, usual class: inhibitors. 360,000 tested, 4.4% active; note: % is set by controls: 0 for no effect and ±100 for the full control effect; nearly all actives have a fitted effect of over 60% in size
#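 Complex of BAZ2B and biotin-H3K14Ac (50 nM apiece) forms over 30 min at RT, then faces library compounds up to 110 uM for another 30 min; AlphaScreen beads added, 20 min dark incubation, luminescence read.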
# APE1 inh = qHTS Assay for Inhibitors of the Human Apurinic/apyrimidinic Endonuclease 1 (APE1) | 350,000 tested, 0.35% active | DNA repair nuclease/redox regulator APEX1 (Homo sapiens), P27695 | AID 2517, 2012 | Potency, µM (series often up to 65.8 µM), for inactives: top-dose activity change, negative = inhibition, usual class: inhibitors | recombinant APE1, TAMRA/BHQ-2 abasic DNA cleavage fluorescence;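 note: plate controls were vehicle for no effect and reference inhibitor for full effect; nearly all actives have a fitted effect of over 55% in size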
# Target sequence (P27695 whole entry, looked up): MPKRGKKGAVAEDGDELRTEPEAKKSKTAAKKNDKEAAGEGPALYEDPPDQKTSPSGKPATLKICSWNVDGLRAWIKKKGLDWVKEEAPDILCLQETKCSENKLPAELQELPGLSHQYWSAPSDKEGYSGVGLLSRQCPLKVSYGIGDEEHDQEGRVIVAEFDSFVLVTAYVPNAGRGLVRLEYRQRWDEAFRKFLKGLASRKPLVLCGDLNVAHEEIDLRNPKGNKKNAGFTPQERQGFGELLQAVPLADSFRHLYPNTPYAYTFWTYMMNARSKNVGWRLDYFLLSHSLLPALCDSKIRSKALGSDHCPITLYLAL
#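 Readout is kinetic fluorescence (ex 525, em 598 nm) from cleavage of 50 nM TAMRA/BHQ-2 THF abasic duplex by 0.75 nM APE1, compound added 15 min beforehand at RT.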
# BLM inh = qHTS Assay for Inhibitors of Bloom's syndrome helicase (BLM); Potency, µM (series often up to 56.1 µM), inactives show at the highest dose activity change, negative = inhibition, usual class: inhibitors; recombinant BLM DNA unwinding, fluorescence dequenching; RecQ-like DNA helicase BLM (Homo sapiens), P54132; AID 2528, 2010; 350,000 tested, 0.2% active;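 note: plate controls were vehicle for no effect and no enzyme for full effect; nearly all actives have a fitted effect of over 35% in size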
# Pol eta inh = qHTS for Inhibitors of Polymerase Eta; DNA polymerase eta (Homo sapiens), Q9Y253; recombinant Pol eta, fluorescent DNA replication assay; Potency, µM (titrated, usually from 114 µM), for inactives: at the highest dose activity change, negative = inhibition, actives largely listed as inhibitors; 390,000 tested, 1.2% active; AID 588591, 2011; note: % is set by controls: 0 for no effect and ±100 for the full control effect
#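 Pol eta at 10 nM preincubated with compounds 15 min at room temperature; reaction started with fluorescent substrate (50 nM final) and read kinetically at 0 and 10 min.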
# Starred values were filed as active, the others as inactive; ? = inconclusive; . = no result given; [ ] = remark or other dose. Calls come from the whole dose curve; as a rule, active = well fitted curve in the direction sought with a large enough effect; inconclusive = small, poorly fitted or top-dose-only effect, or another doubt; inactive = no such curve, though single readings can be large; an effect the other way counts as inactive or inconclusive. Potency is the fitted concentration of half-maximal effect.
no. | Structure | POLK inh | Pol beta inh | G9a block | Anesthetic bind | POLI inh
1 | CCOC(=O)c1sc2nc(SC)nc(-c3ccc(Cl)cc3)c2c1N | -5% | 25% | -12%[0.0925 µM] | -2% | 27%
2 | O=C(CN(c1cccc(C(F)(F)F)c1)S(=O)(=O)c1ccccc1)N1CCOCC1 | -7% | 18% | ? | -7% | 14%
3 | Cc1ccc(-c2csc(=S)n2CC(=O)OCC(=O)NC(C)C(C)C)cc1 (configuration not stated) | -9% | 4% | -15% | -23% | 1%[58.9 µM]
4 | COc1ccccc1NC(=O)c1ccc(SCC(=O)NCc2ccccc2Cl)c([N+](=O)[O-])c1 | -4% | 1% | -40% | 3% | 7%
5 | CC1CCN(C(=O)COC(=O)c2c[nH]c3ccccc23)CC1 | -4% | . | ? | . | 34%[activator]
6 | Cc1cccc(C(=O)Nc2cc3c(cc2C)n(C)c(=O)n3C)c1 | -4%[60.1 µM] | ? | 1%[59 µM] | 26% | 26%
7 | O=C1c2oc3ccccc3c(=O)c2C(c2ccc(O)cc2)N1c1nccs1 (configuration not stated) | 14% | 2% | 1% | -15% | 18%
8 | Cc1ccccc1SCC(=O)OCC(=O)NCc1ccccc1 | -14% | . | . | . | 35%[activator]

no. | BAZ2B inh | APE1 inh | BLM inh | Pol eta inh
1 | 6% | 11% | -4% | 1%
2 | 1% | 0% | -4% | 4%
3 | -3%[57.1 µM] | 4% | -4% | -7%
4 | -2% | -13% | 3% | -7%
5 | 4% | 6% | . | -12%
6 | ? | . | 1% | -8%
7 | -2% | 2% | -5% | 1%
8 | . | -8% | . | -10%

# Next part:
no. | Structure | POLK inh | Pol beta inh | G9a block | Anesthetic bind | POLI inh
9 | Cc1cc(=O)oc(C)c1C(=O)Nc1ccc2ncccc2c1 | 0% | 54% | ? | -11% | 27%
10 | COc1cccc(CN(C(=O)c2ccc([N+](=O)[O-])cc2)C2CCS(=O)(=O)C2)c1 (configuration not stated) | ? | -26% | . | -7% | -17%
11 | Cc1ccccc1NC(=O)c1cccc2c1C(=O)N(C1CCCCC1)C2 | -4% | 3% | 5% | -5% | 45%[activator]
12 | CC(C)OC(=O)c1ccc(NC(=O)CSc2nc3ncccc3[nH]2)cc1 | -13% | -6% | 0% | -21% | -17%
13 | Cc1ccc(-c2ccc(=O)n(CCC(=O)NCCc3ccccc3)n2)cc1 | 2%[60.1 µM] | -27% | -27%[59 µM] | ? | 6%
14 | O=c1cnc2cnc(OCc3ccccc3)nc2n1Cc1ccc(F)cc1 | -14%[60.1 µM] | . | 3%[12.7 µM] | . | .
15 | Cc1cc(CN2CCCC(CO)(Cc3cccc(Cl)c3)C2)n[nH]1 (configuration not stated) | -11% | -3% | -1% | -11% | 63%[activator]
16 | COc1cc(OC)cc(C(=O)NNC(=S)NC(=O)c2cccnc2)c1 | 7% | 15% | 28µM* | -9% | 36%[activator]

no. | BAZ2B inh | APE1 inh | BLM inh | Pol eta inh
9 | -4% | 0% | -2% | -4%
10 | -3% | 5% | 1% | -17%
11 | -12%[57.1 µM] | 22% | 2% | -21%
12 | -13% | -5% | -7% | -25%
13 | 6% | . | 3% | -1%
14 | . | 4% | 1% | .
15 | 22% | 15% | 9% | -5%
16 | 17% | -2% | 1% | 0%

# Next part:
no. | Structure | POLK inh | Pol beta inh | G9a block | Anesthetic bind | POLI inh
17 | Cc1cc(=O)c2cc(C(=O)Nc3ccccc3)ccc2[nH]1 | 0% | 3% | -10%[59 µM] | -4% | 25%
18 | O=C(NCCN1CCOCC1)c1cccc(Cl)c1 | -21% | 17% | -4%[59 µM] | 4% | -17%[58.9 µM]
19 | CCOC(=O)C(C)Sc1nnc(NC(=O)c2ccc(C)c([N+](=O)[O-])c2)s1 (configuration not stated) | -1% | -23% | ? | -11% | 3%
20 | Cc1cc(Nc2cccc(C)c2C)n2cnnc2n1 | 5% | 0% | ? | ? | -5%
21 | CCCSCCCNC(=O)c1ccc(Cn2c(=O)c3cccn3c3cccnc32)cc1 | -6% | -2% | 10%[59 µM] | -5% | 8%
22 | CC(C)(C)c1cc(CCC(=O)N2CCC2)cc(C(C)(C)C)c1O | 16% | 5% | 100%[activator] | ? | -1%
23 | Cn1nnnc1SCC(=O)NC1CCCC1 | -12% | 19% | -6% | -5% | 9%
24 | O=S(=O)(c1cccc(-c2n[nH]c(=S)n2-c2ccccc2Cl)c1)N1CCOCC1 | -7% | . | . | . | 76%[activator]

no. | BAZ2B inh | APE1 inh | BLM inh | Pol eta inh
17 | -10% | . | -2% | -14%
18 | 12% | 4% | -10% | -17%
19 | -4% | -5% | 1% | -25%
20 | -18% | . | -1% | 9%
21 | 2% | . | 0% | -9%
22 | 89µM* | -12% | -7% | -11%
23 | -3% | 1% | -2% | -11%
24 | . | 1% | . | -6%

# Two entries drawn at random from those above:
no. | Structure | POLK inh | Pol beta inh | G9a block | Anesthetic bind | POLI inh
18 | O=C(NCCN1CCOCC1)c1cccc(Cl)c1 | -21% | 17% | -4%[59 µM] | 4% | -17%[58.9 µM]
20 | Cc1cc(Nc2cccc(C)c2C)n2cnnc2n1 | 5% | 0% | ? | ? | -5%

no. | BAZ2B inh | APE1 inh | BLM inh | Pol eta inh
18 | 12% | 4% | -10% | -17%
20 | -18% | . | -1% | 9%

# Some of the entries above in another layout.
item	Compound	POLK inh	Pol beta inh	G9a block	Anesthetic bind	POLI inh	BAZ2B inh	APE1 inh	BLM inh	Pol eta inh
20	Cc1cc(Nc2cccc(C)c2C)n2cnnc2n1	5%	0%	?	?	-5%	-18%	.	-1%	9%
21	CCCSCCCNC(=O)c1ccc(Cn2c(=O)c3cccn3c3cccnc32)cc1	-6%	-2%	10%[59 µM]	-5%	8%	2%	.	0%	-9%
22	CC(C)(C)c1cc(CCC(=O)N2CCC2)cc(C(C)(C)C)c1O	16%	5%	100%[activator]	?	-1%	89µM*	-12%	-7%	-11%
23	Cn1nnnc1SCC(=O)NC1CCCC1	-12%	19%	-6%	-5%	9%	-3%	1%	-2%	-11%
24	O=S(=O)(c1cccc(-c2n[nH]c(=S)n2-c2ccccc2Cl)c1)N1CCOCC1	-7%	.	.	.	76%[activator]	.	1%	.	-6%

# Other structures
no. | Structure | POLK inh | Pol beta inh | G9a block | Anesthetic bind | POLI inh
25 | Cc1ccc(NC(=O)/C=C/c2ccc3c(c2)OCO3)cc1S(=O)(=O)N1CCOCC1 | -17% | -1% | ? | -6% | 4%
26 | COc1ccc2c(C)cc(SCC(=O)Nc3nsc(-c4ccccc4C)n3)nc2c1 | -15% | 1% | -26%[59 µM] | 0% | ?
27 | CC(=O)NC1=NN(C(C)=O)C2(CCCCC2)S1 | -11% | 21% | 14%[59 µM] | -3% | 10%
28 | CCOc1ccc(OCC)c(NC(=O)C2CCCN(S(=O)(=O)c3cccs3)C2)c1 (configuration not stated) | -8% | -10% | 24%[12.7 µM] | 5% | 10%
29 | CCOc1ccccc1NC(=O)NCCCCc1ccccc1 | -3% | 48% | 83%[activator] | -10% | 28%
30 | CC1CC(=O)Nc2ccccc2N1C(=O)CSc1ccc2ccccc2n1 (configuration not stated) | -10% | . | . | . | 34%[activator]
31 | Cc1cc(C)c(C)c(S(=O)(=O)N2C(=S)NC(=O)C2CC(C)C)c1C (configuration not stated) | -2% | 31% | ? | -12% | 9%
32 | N#Cc1ccc(OCC(=O)N2CCN(S(=O)(=O)c3cccs3)CC2)cc1 | 3% | -3% | 7% | -11% | 12%

no. | BAZ2B inh | APE1 inh | BLM inh | Pol eta inh
25 | -27% | -6% | -8% | -10%
26 | ? | . | -9% | -6%
27 | 11% | 1% | 3% | 1%
28 | -34% | 3% | -5% | -22%
29 | 0% | 25% | -2% | -24%
30 | . | 8% | . | -1%
31 | ? | -5% | -5% | -27%
32 | 4% | -1% | 1% | -15%

# Next part:
no. | Structure | POLK inh | Pol beta inh | G9a block | Anesthetic bind | POLI inh
33 | CCOC(=O)[C@@H]1[C@H]2COc3ccc(Br)cc3[C@H]2N2C(=O)N(c3ccc(F)cc3)C(=O)[C@@]12C | -18% | 28% | ? | -15% | ?
34 | CC(N=c1ccccn1C(=O)Nc1ccc(F)cc1)c1ccco1 (configuration not stated) | -8% | 45% | 36% | -13% | 18%
35 | CC1CCN(CCCCOc2ccc(F)cc2)CC1 | -6% | -19% | ? | -1% | 146%[activator]
36 | COc1ccc(OS(=O)(=O)Cc2ccccc2)cc1 | -7% | -1% | 61%[activator] | -10% | 37%[activator]
37 | COC(=O)c1scc(-c2ccc(C)cc2)c1S(=O)(=O)N1CCN(c2ccccc2F)CC1 | 22% | 7% | -8%[59 µM] | 56%[activator] | -19%
38 | CCOc1ccc2c(c1)C(C)=CC(C)(C)N2S(=O)(=O)c1ccc(C)cc1 | -6% | 25% | 1%[12.7 µM] | 78%[activator] | 23%
39 | COC(=O)c1ccc(NC(=O)C2CCN(S(=O)(=O)c3ccc4c(c3)CCCN4C(C)=O)CC2)cc1 | -5%[60.1 µM] | 9% | -14%[59 µM] | -7% | -7%
40 | COc1ccc(-c2cc(C(=O)NCCc3ccccc3)c3c(-c4ccccc4)[nH]nc3n2)cc1OC | 6% | -1% | -3%[59 µM] | -26% | 16%
41 | CC(=O)N(CCCc1ccc(C(C)(C)C)cc1)CCCN(C)C | -7%[60.1 µM] | -1% | 18% | ? | -3%
42 | Brc1ccccc1-c1nnc(-c2cccnc2)o1 | -15% | -2% | -2%[12.7 µM] | -9% | 32%[activator]
43 | CC(C)NC(=O)Nc1ccc2c(c1)CC(=O)N([C@@H](C)CO)C[C@H](C)[C@@H](CN(C)C(=O)NC1CCCCC1)O2 | -4% | . | . | . | 27%

no. | BAZ2B inh | APE1 inh | BLM inh | Pol eta inh
33 | 2% | -8% | -2% | -3%
34 | 20% | 1% | -1% | -5%
35 | ? | 23% | 3% | -14%
36 | 39%[activator] | 8% | -16% | -10%
37 | ? | . | -10% | -13%
38 | -2% | 20% | -12% | -26%
39 | -4% | . | -2% | -9%
40 | 0% | . | -1% | -10%
41 | 3% | 4% | -1% | 2%
42 | 10% | -2% | -3% | 1%
43 | . | 16% | . | -3%

# These rows are one share of the data; count on the stated rates, not on these rows.
